# OPRM1-OPRD1 inv = inverse agonists of MOR-DOR heterodimerization, primary screen, cell-based, luminescence | Mu-type opioid receptor (Homo sapiens) + Delta-type opioid receptor (Homo sapiens), … | cell-based MOR-DOR heterodimer luminescence, inverse agonism | actives 0.21% (n = 340,000) | inhibition, % at 9.3 µM; in the data active means inhibition above about 22%, passing the limit was not always enough;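 further: 0% = cells with DMSO and 100% = wells without cells with DMSO; values of inactives mirror those of a sister screen read the other way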
# HTR5A inv ag = HTR5A inverse agonists in luminescence cell assay, primary screen, counter-screen for OPRM1-OPRD1 heterodimer inverse agonist project, full-deck HTS. 5-hydroxytryptamine receptor 5A (Homo sapiens), P47898. HTR5A cell line, inverse agonism. inhibition, % at 9.3 µM. actives 0.083% (n = 340,000). AID 504634, 2011; in the data active means inhibition mostly above about 23%, no sharp cut-off; inactive means mostly below about 18%;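 further: 0% = cells with DMSO and 100% = no-cell wells with DMSO; some compounds called inactive have numbers as strong as hits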
# Target sequence (P47898 whole entry, looked up): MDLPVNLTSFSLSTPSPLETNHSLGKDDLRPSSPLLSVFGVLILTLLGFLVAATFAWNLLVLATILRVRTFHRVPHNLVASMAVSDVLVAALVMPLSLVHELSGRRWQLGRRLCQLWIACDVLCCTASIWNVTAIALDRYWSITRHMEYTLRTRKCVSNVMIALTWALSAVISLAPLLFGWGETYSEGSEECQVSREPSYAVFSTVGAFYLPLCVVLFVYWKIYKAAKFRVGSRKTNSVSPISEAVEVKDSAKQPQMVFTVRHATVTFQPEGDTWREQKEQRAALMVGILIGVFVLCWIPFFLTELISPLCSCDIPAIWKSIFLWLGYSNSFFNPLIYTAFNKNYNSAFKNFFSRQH
# AddAB inh = growth inhibition of E. coli expressing H. pylori AddAB, primary screen, AddAB inhibitor project, absorbance. AID 435030, 2010. actives 0.29% (n = 330,000). inhibition, % at 11.9 µM; in the data active means inhibition above about 12%;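 further: 0% = vehicle wells of infected cells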
# PfHsp90 yeast 2 = growth inhibition of PfHsp90-expressing yeast, primary screen, antimalarial PfHsp90 inhibitor project, S. cerevisiae, BacTiter-Glo luminescence, single point, set 2; BacTiter-Glo ATP, 48 h; yeast lacking PDR1 and PDR3 efflux regulators; actives 0.32% (n = 310,000); inhibition, % at 9.4 µM;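 active means every replicate shows inhibition above about 80%, whatever the replicate mean, limit read from the data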;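 further: 0% = DMSO neutral controls and 100% = 20 µM radicicol positive controls; yeast relying on Plasmodium falciparum Hsp90 in place of its own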
# MOR-DOR ag = agonists of OPRM1-OPRD1 heterodimerization, primary screen, cell-based, luminescence; Mu-type opioid receptor (Homo sapiens) + Delta-type opioid receptor (Homo sapiens), …; cells; activation, % at 9.3 µM; actives 0.3% (n = 340,000); AID 504326, 2011; in the data active means activation above about 18%;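 further: 0% = vehicle-treated cells and 100% = reference agonist; values of inactives mirror those of a sister screen read the other way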
# HTR5A ag ctr = HTR5A agonists in luminescence cell assay, primary screen, counter-screen for OPRM1-OPRD1 heterodimer agonist project, full-deck HTS. activation, % at 9.3 µM. cell-based. actives 0.61% (n = 340,000). AID 504692, 2011. 5-hydroxytryptamine receptor 5A (Homo sapiens), P47898; in the data active means activation mostly above about 9.5%, no sharp cut-off; inactive means mostly below about 7.6%;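 further: 0% = cells with vehicle only and 100% = reference agonist; strong numbers were not always called active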
# PKA-R1A act = activators of PKA-R1A holoenzyme, primary screen, biochemical, fluorescence polarization, Cy5-IP20, bovine R1A, mouse PKAc | cAMP-dependent protein kinase type I-alpha regulatory subunit (Bos taurus) + … | PKA-R1A dissociation; scaled: DMSO 0%, 113 µM cGMP 100% | activation, % at 11.4 µM | actives 0.083% (n = 340,000) | AID 504707, 2011;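 active means percent activation above the mean of all tested compounds plus 3 SD, cut at about 19% in these data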;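 further: higher means more PKAc released from R1A so a rise in polarization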
# phage Ecoli inh = growth loss of phage-infected E. coli, primary screen, RecBCD inhibitor project, absorbance, with phage, HTS | inhibition, % at 11.9 µM | actives 0.26% (n = 360,000); in the data active means inhibition above about 11%
# E coli growth = E. coli V3065 growth inhibition, primary screen, counter-screen for AddAB inhibitor project, absorbance, OD600. 18 h. actives 0.27% (n = 330,000). inhibition, % at 11.9 µM. AID 449728, 2010;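 active means inhibition above the campaign's mean inhibition across all tested compounds plus 3 SD, cut at about 9.9% in these data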;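 further: uninfected addAB+ strain grown without phage in ampicillin broth; 0% = DMSO wells and 100% = ciprofloxacin 0.95 µg/ml wells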
# Pemphigus Ab inh = inhibitors of pemphigus antibody binding to DSG3, primary screen, biochemical, bead-based, flow cytometry, scFv-GFP; AID 588358, 2011; Desmoglein-3 (Homo sapiens), P32926; DSG3-coupled beads, scFv-anti-DSG3-GFP binding; active compounds read low; binding (percent of control), % at 10 µM; actives 0.48% (n = 310,000);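 active means binding more than 3 SD below its plate's average and above zero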;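 further: hits lower antibody fragment binding to DSG3; some compounds called inactive have numbers as strong as hits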
# SUMO Mot1 rescue = yeast Mot1-301 growth rescue at high temperature, primary screen, SUMOylation pathway inhibitor project, S. cerevisiae, ATP luminescence, 38.5C | S. cerevisiae Mot1-301 growth rescue; percent above DMSO median, 100 means doubled | growth rescue, % at 18.8 µM | actives 1% (n = 320,000) | AID 2716, 2010;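 active means every valid replicate shows activation above 250% relative to neutral control wells; inactive means the rest, any valid replicate at or below 250%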;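 further: OY570 slx delta 5 strain wells were the positive control but not used for scaling; some compounds called inactive have numbers as strong as hits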
# Numbers without * were called inactive; i = inactive; / = no result given; & = joins results of further samples.
SMILES,OPRM1-OPRD1 inv,HTR5A inv ag,AddAB inh,PfHsp90 yeast 2,MOR-DOR ag,HTR5A ag ctr,PKA-R1A act,phage Ecoli inh,E coli growth,Pemphigus Ab inh,SUMO Mot1 rescue
Cc1cc(C(=O)Nc2nncs2)oc1C,11,13,3.8,7,-2.5,-3,-5,-0.6,-0.6,97,i
O=C(NNc1ccccc1[N+](=O)[O-])NC1CCCCC1,7,1,0.4,-27,-1.4,0,-8,3.0,0.8,100,48
O=C(CSc1cccc[n+]1[O-])c1ccc(-c2ccccc2)cc1,-17,12,4.1,/,3.4,-4,-5,5.7,-0.5,127,-8
CNc1ncc(C(=O)c2ccc(Cl)cc2)s1,15,-30,5.5,-7,-3.1,4,-1,0.9,0.9,95,11
COc1cccc(-c2sc3ccc(OC)cc3c2C#CC2(O)CCCCC2)c1,3,-32,0.1,-1,-0.7,5,-3,1.9,0.5,97,6
CCCn1c(=N)n(CC(=O)c2ccc(Cl)cc2)c2ccccc21,-21,-6,2.1,-19,4.3,2,-1,1.2,0.0,125,-1
COc1cc(NC(=O)C2CC(=O)N(Cc3ccco3)C2)cc(OC)c1 (stereo not given),12,-2,0.3,2,-2.3,-4,3,0.1,2.7,99,5
COC(=O)c1c(NC(NC(=O)C(C)C)C(Cl)(Cl)Cl)sc2c1CCC2 (stereo not given),-37,-8,1.2,-31,7.0,2,-7,5.5,-1.2,101,2
COc1ccc(C2(C(=O)N3CCOCC3)CCCC2)cc1,21,-1,2.4,-13,-4.3,0,2,-0.9,0.3,108,-6
COc1cc(OC)c(NC(=O)CCc2nc(-c3ccc(C)cc3)no2)cc1Cl,7,0,3.6,-5,-1.6,6,3,2.4,-0.3,111,13
COc1ccc(/C=C(/NC(=O)c2ccccc2)C(=O)N2CCOCC2)cc1OC,1,8,5.6,-45,-0.2,-3,-3,-0.1,-3.9,/,-6
O=c1c2ccccc2nnn1COc1cccc(Cl)c1,4,17,-1.9,-28,-0.8,-6,-18,4.0,0.6,100,/
CC(c1ccncn1)N(C)Cc1nc(Cc2ccccc2F)no1 (stereo not given),9,-6,1.9,3,-1.7,2,-10,1.2,0.5,101,-8
O=C(Cc1ccccc1)NC1CCSc2ccccc21 (stereo not given),11,24,-0.9,3,-2.1,-4,2,-1.2,0.1,92,0
CCCCOc1ccc(C2/C(=C(\O)c3ccc4c(c3)OCCO4)C(=O)C(=O)N2CCCN2CCOCC2)cc1 (stereo not given),18,8,-0.3,4,-3.4,4,6,0.1,2.4,101,5
COC(=O)CN(c1ccc(OC)cc1)S(=O)(=O)c1ccc(OC)c(OC)c1,8,1,1.1,-16,-1.4,0,-7,2.5,-1.0,/,61
C=CCNC(=S)NNC(=O)c1cc(Cl)ccc1OC,/,/,2.1,/,/,/,/,-3.4,3.4,104,1
CNC(=S)N1CCN(c2ccccn2)CC1,8,-10,3.2,7,-1.5,4,-6,4.7,0.5,95,4
O=C1NCCN1CCNS(=O)(=O)c1ccc(F)cc1,-4,4,3.3,0,0.9,5,-2,2.5,0.3,/,-8
Cc1c(N=C2C=CC(=O)c3ccccc32)c(=O)n(-c2ccccc2)n1C,-37,3,/,-5,6.8,-1,-9,1.3,/,101,/
COc1ccc(N(C(=O)c2snc(C(N)=O)c2N)C(CC(C)C)C(=O)NCC2CCCO2)cc1 (stereo not given),12,-3,1.9,-41,-1.9,1,-3,0.6,-0.9,100,-5
Cc1oc(-c2ccccc2)nc1C(=O)Nc1nccs1,-2,-16,-1.9,-17,0.5,-4,2,-0.9,-3.7,87,6
COc1ccc(C(=O)NC23CC4CC(CC(C4)C2)C3)cc1OC,14,9,4.6,-4,-3.0,-2,-5,2.2,-0.8,102,11
N#CC1=C(N)OC2=C(C(=O)CCC2)C1Cc1ccccc1 (stereo not given),11,4,-0.2,3,-2.2,0,-8,1.3,0.8,99,6
CC(C)(C)NC(=O)C(c1ccncc1)N(C(=O)c1csnn1)c1cccc2ccccc12 (stereo not given),3,-11,-0.8,-23,-0.7,4,-3,1.6,2.0,101,13
O=C(CN(Cc1ccccc1)S(=O)(=O)c1ccc(Cl)cc1)NCC1CCCO1 (stereo not given),11,-7,0.7,22,-2.1,3,-5,1.1,-1.1,100,14
COc1ccc(CNc2nn[nH]n2)cc1OC,2,-30,-0.1,11,-0.3,3,5,-2.1,-1.6,89,7
C[C@@H]1CN([C@H](C)CO)C(=O)Cc2cc(NC(=O)Nc3ccccc3)ccc2O[C@@H]1CN(C)Cc1ccc2c(c1)OCO2,8,-24,2.7,7,-1.4,4,-15,0.1,0.3,96,-10
COc1ccc(/C=C/C(=O)NC(=S)N2CCN(c3ccccn3)CC2)cc1OC,1,-20,-3.2,/,-0.1,0,-3,2.4,-2.4,123,-9
COc1ccccc1NC(=O)c1c(Nc2ccccc2F)sc(C(=O)Nc2cccc(Cl)c2)c1N,-14,8,-1.7,-12,2.6,-2,0,1.4,0.8,102,-21
CN(C(=O)c1cc(S(=O)(=O)N2CCc3ccccc32)cn1C)C1CCCCC1,2,-21,-0.3,4,-0.3,4,2,1.0,-0.4,103,-13
Cc1ccc(-c2n[nH]c(=S)n2Cc2ccccc2)cc1,-2,-18,4.8,12,0.4,7,4,1.4,5.6,105,5
Clc1cccc(CN2CCN(Cc3nc(CCc4ccccc4)no3)CC2)c1,-13,21,-2.3,-9,2.9,1,-14,1.8,-0.4,/,9
COc1c(C)cc(S(=O)(=O)NC2CC(C)(C)NC(C)(C)C2)c(C)c1C,6,3,2.2,-1,-1.0,-1,-5,2.5,-1.3,102,687*
O=C(C[C@H]1C/C=C/CC[C@@H](Cc2ccc(F)cc2)C(=O)OC[C@H](c2ccccc2)NC1=O)NCCO,13,11,1.6,14,-2.3,4,-3,3.0,0.1,/,-9
Fc1ccccc1/C=C/c1ccc2ccccc2n1,-16,-6,-0.5,-51,3.0,7,-10,0.8,-1.6,123,64
CCn1c(=O)n(CC(=O)N(C)Cc2ccccc2)c(=O)c2ccccc21,-1,8,5.6,10,0.2,4,-1,1.0,1.7,101,20
COC(=O)C1=C(C)NC(=S)NC1c1ccco1 (stereo not given),5,-5,5.8,-15,-0.9,2,-6,3.2,2.1,102,1
O=C(Nc1ccc(Cl)c(S(=O)(=O)N2CCOCC2)c1)[C@@H]1CCCN1C(=O)c1cccs1,18,-10,-0.1,11,-4.4,4,4,-0.2,-1.8,/,17
O=C(NC1CCCC1)C(c1ccncc1)N(C(=O)c1csnn1)C1CCCC1 (stereo not given),15,-2,4.3,-13,-2.8,6,-5,4.3,0.1,102,6
O=C(NCc1ccc2c(c1)OCO2)C1CCN(S(=O)(=O)c2cccs2)CC1,7,0,-0.7,4,-1.1,4,5,1.2,0.9,99,29
COc1ccc(/C=N/NC(=O)c2ccc(Cn3cc([N+](=O)[O-])cn3)o2)cc1O,9,1,1.8,-3,-2.0,-1,6,4.1,0.0,104,-1
Cc1cccc(C(=O)NCc2nnc(SC(C)C(=O)Nc3nnc(C)s3)n2C)c1 (stereo not given),7,20,2.6,-5,-1.1,-4,-8,3.7,3.8,96,-6
COCCOc1cc(N)c(Cl)cc1Cl,9,3,5.0,4,-1.7,-2,10,2.3,3.6,100,-22
CCOC(=O)C1(Cc2cccc(OC)c2)CCN(Cc2cnc(C)s2)CC1,-39,-18,1.9,-8,8.2,4,1,3.6,0.6,98,0
COc1ccc(Cl)cc1N(CC(=O)NCCSc1ccccn1)S(=O)(=O)c1ccccc1,-8,-49,1.3,16,1.0,16*,-6,2.2,1.2,85,495
Cc1cc(C)n(C2CC(=O)N(c3cc(Cl)cc(Cl)c3)C2=O)n1 (stereo not given),13,-13,-3.1,14,-2.5,1,-4,2.0,-2.8,108,144
O=C1C2C3C=CC(C3=C(c3ccccc3)c3ccccc3)C2C(=O)N1Cc1ccccc1 (stereo not given),10,27,3.0,11,-1.7,-2,-1,1.3,0.5,106,27
CN(C)C(=O)Oc1ccc[n+](C)c1,17,22,-3.3,-36,-3.0,1,2,3.2,-1.8,99,-7&-16
CS(=O)(=O)N(CCc1ccccc1)CC(=O)Nc1ccccc1,-3,-12,3.0,-5,0.5,1,4,2.7,-0.2,105,-9
CC(CO)(CO)NCc1ccc(-c2ccccc2)cc1,8,-19,0.0,-13,-1.2,1,-14,2.5,-0.2,90,-13
Cc1ccc(NC(=S)N(CCN(C)C)C(C)c2cccnc2)cc1 (stereo not given),14,1,4.1,/,-2.8,3,1,3.7,-2.3,118,-8
Clc1c(Cl)c(Cl)c2n[nH]nc2c1Cl,5,-35,4.4,6,-1.0,4,-7,5.6,4.5,108,7
COc1cc2cc(CCOC(=O)c3ccc(C(F)(F)F)cc3)oc(=O)c2cc1OC,7,-3,-2.0,6,-1.1,1,4,-1.9,-0.1,100,-13
COc1ccc(C(CNC(=O)c2cc3c(s2)CCC(C)C3)N2CCCC2)cc1 (stereo not given),-27,0,1.3,9,6.4,0,0,5.5,0.3,/,20
COC(=O)[C@H](C(C)C)N(Cc1ccccc1)S(=O)(=O)CCN1CCCC1,16,7,-2.2,10,-3.1,-2,-7,0.4,-1.4,108,/
COc1ccc(NC(=O)CCC2COc3ccccc3O2)c(OC)c1 (stereo not given),9,-11,1.9,-15,-2.1,5,-9,1.3,-0.9,103,34
COc1cccc(NC(=O)CSc2nc3ccccc3c(=O)n2CCCC(=O)NCCCN2CCOCC2)c1,5,-28,-0.6,4,-1.1,-1,3,3.7,-0.5,/,3

# Part of the list above, set out differently.
> COc1cccc(NC(=O)CSc2nc3ccccc3c(=O)n2CCCC(=O)NCCCN2CCOCC2)c1
  OPRM1-OPRD1 inv = 5
  HTR5A inv ag = -28
  AddAB inh = -0.6
  PfHsp90 yeast 2 = 4
  MOR-DOR ag = -1.1
  HTR5A ag ctr = -1
  PKA-R1A act = 3
  phage Ecoli inh = 3.7
  E coli growth = -0.5
  Pemphigus Ab inh = /
  SUMO Mot1 rescue = 3

> COc1cc2cc(CCOC(=O)c3ccc(C(F)(F)F)cc3)oc(=O)c2cc1OC
  OPRM1-OPRD1 inv = 7
  HTR5A inv ag = -3
  AddAB inh = -2.0
  PfHsp90 yeast 2 = 6
  MOR-DOR ag = -1.1
  HTR5A ag ctr = 1
  PKA-R1A act = 4
  phage Ecoli inh = -1.9
  E coli growth = -0.1
  Pemphigus Ab inh = 100
  SUMO Mot1 rescue = -13

# Compound activity as filed in PubChem BioAssay.

# An unsorted share of the library (roughly 3.2% active in at least one column).
